Bioassay records from PubChem.
p-CIP stab down: p/CIP protein destabilization; F442A p/CIP-EGFP cells, EGFP fluorescence, 16 h; decrease of EGFP signal, % at 10 µM; 290,000 tested, 0.01% active; AID 1984;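 active = EGFP signal decrease of at least 30% at 10 µM or well 3 SD below plate mean, unless failing retest; inactive = the rest, including hits failing retest or dose response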; also: some compounds called inactive have numbers as strong as hits; many of its hits are not listed in these tables
Target sequence (Q05BA5 1-1403): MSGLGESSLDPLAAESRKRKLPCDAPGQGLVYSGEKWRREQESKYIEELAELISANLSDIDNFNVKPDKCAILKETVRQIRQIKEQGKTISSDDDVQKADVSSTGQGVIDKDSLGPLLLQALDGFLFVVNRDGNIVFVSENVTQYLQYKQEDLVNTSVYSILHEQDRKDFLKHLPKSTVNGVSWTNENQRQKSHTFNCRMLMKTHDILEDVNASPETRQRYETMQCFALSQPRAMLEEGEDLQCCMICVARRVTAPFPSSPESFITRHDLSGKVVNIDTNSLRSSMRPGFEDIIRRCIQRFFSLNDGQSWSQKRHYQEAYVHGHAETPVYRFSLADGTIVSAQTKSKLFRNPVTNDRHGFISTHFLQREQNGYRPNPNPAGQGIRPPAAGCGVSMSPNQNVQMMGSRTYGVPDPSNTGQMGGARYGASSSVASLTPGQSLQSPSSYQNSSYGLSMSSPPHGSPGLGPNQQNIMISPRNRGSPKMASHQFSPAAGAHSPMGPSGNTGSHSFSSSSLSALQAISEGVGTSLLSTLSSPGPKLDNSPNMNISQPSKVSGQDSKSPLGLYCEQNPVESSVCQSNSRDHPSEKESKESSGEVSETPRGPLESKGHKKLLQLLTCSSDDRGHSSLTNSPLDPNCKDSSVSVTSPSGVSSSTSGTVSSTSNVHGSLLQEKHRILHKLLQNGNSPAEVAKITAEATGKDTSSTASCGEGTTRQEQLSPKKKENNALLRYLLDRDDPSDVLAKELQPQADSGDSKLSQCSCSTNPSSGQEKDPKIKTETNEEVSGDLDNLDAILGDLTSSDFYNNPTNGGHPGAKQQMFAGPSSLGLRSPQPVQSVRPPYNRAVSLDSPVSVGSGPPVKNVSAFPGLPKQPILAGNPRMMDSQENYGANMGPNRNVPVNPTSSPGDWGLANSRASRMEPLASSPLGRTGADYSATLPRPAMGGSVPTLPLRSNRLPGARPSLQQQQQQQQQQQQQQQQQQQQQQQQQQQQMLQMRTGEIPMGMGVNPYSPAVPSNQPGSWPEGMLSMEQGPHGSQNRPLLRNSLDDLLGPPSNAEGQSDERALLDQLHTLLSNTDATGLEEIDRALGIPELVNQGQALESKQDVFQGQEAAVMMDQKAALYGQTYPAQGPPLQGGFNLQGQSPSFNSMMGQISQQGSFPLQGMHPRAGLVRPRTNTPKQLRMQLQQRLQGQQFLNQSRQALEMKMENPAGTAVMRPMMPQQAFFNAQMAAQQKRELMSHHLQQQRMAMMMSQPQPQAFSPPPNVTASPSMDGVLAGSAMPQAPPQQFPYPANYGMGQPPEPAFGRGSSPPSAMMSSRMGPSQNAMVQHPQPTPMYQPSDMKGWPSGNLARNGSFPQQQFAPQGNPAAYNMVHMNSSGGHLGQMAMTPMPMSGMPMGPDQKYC
IDE inh: inhibitors of human insulin-degrading enzyme in cells; inhibition, % at 5.59 µM; HEK cells, FAbetaB cleavage, fluorescence polarization; 320,000 tested, 0.41% active; AID 434962;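 active = percent inhibition above the average of all tested compounds plus 3 SD, set per screening campaign, cut at about 16% in these data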;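 also: IDE supplied by intact live HEK cells; FP after avidin binding of uncleaved biotin substrate so inhibition keeps polarization high; 0% = DMSO wells and 100% = 60 µM reference IDE inhibitor Ii1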
IDE act: activators of human insulin-degrading enzyme in cells | HEK cells, FAbeta-B cleavage, fluorescence polarization; 0% vehicle, 100% cell-free pure enzyme wells | 340,000 tested, 0.073% active | activation, % at 5.96 µM | P14735;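 active = activation above the mean of all tested compounds plus 3 SD, set per screening campaign, cut at about 17% in these data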
UBC9 SUMO inh: SUMOylation inhibition. HTRF SUMOylation assay, SAE1/SAE2 + UBC9, in vitro. P63279. inhibition, % at 35 µM. 290,000 tested, 0.36% active; in the data active = inhibition above about 50%, passing the limit was not always enough; also: strong numbers were not always called active
MEKK2mut PB1 HTS: signal of MEK5 binding to mutant human MEKK2 PB1 domain; bead flow cytometry, Alexa488-MEK5 binding to MEKK2 mutant; percent response, % at 10 µM; 290,000 tested, 0.35% active; AID 1530; in the data active = percent response above about 24%, passing the limit was not always enough; also: inactives centre near 1; some results filed as inactive read as strong as hits; reference of the scale not given here
MEKK2 WT-MEK5: raises or lowers MEK5 binding to wildtype human MEKK2 PB1 domain | binding response (% of control), % at 10 µM | 290,000 tested, 1.1% active | bead flow cytometry, Alexa488-MEK5 binding to MEKK2 WT; actives lie on both sides | AID 1531; in the data active = binding response below about 67% or above about 130%
MEKK3 PB1 HTS: MEKK3-MEK5 PB1 interaction, increase or decrease; bead-based flow cytometry, Alexa488-MEK5 binding to MEKK3; actives lie on both sides; 0 = blocked by unlabeled MEK5, 100 = vehicle; binding response (% of control), % at 10 µM; 290,000 tested, 1.4% active; AID 1529;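 active = binding response more than 3 SD above or below the average of its plate-row segment, actives on both sides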;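 also: Alexa488 bead fluorescence after subtracting the streptavidin-only scavenger bead signal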
NALP1 yeast inh: NALP1 inhibition; inhibition, % at 10 µM; AID 2071; 280,000 tested, 0.61% active; S. cerevisiae NALP1/ASC/caspase-1 growth, X-gal OD620, 72 h; in the data active = inhibition mostly above about 24%, no sharp cut-off; inactive = mostly below about 32%; also: some compounds called inactive have numbers as strong as hits
M18AAP inhibitor: PfM18AAP enzyme inhibition; recombinant PfM18AAP, H-Glu-NHMec fluorogenic cleavage; 290,000 tested, 1.2% active; inhibition, % at 7.35 µM; AID 1822;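 active = inhibition above the campaign mean inhibition over all tested compounds plus 3 SD, cut at about 28% in these data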;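 also: 0% = plate median of test compound wells and 100% = 2 mM ZnCl2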
* marks the source's active call; other numbers are inactive results; x = no result given. Only part of the results is shown (hit frequency here may not be typical).

Codes – A = p-CIP stab down; B = IDE inh; C = IDE act; D = UBC9 SUMO inh; E = MEKK2mut PB1 HTS; F = MEKK2 WT-MEK5; G = MEKK3 PB1 HTS; H = NALP1 yeast inh; I = M18AAP inhibitor
> CC(=O)c1cccc(CN2CCCC(C(=O)Nc3ccc(-c4ccco4)cc3)C2)c1 (stereo unspecified)
  A: -1	B: 2	C: -1	D: 5	E: 9	F: 123	G: 102	H: 10	I: -8

> COc1ccc(C(=O)N2CCN(S(=O)(=O)N3CCOCC3)CC2)cc1OC
  A: 0	B: -1	C: 0	D: 8	E: 6	F: 104	G: 104	H: 8	I: -2

> O=C(c1nnc(-c2ccc(Cl)cc2)o1)C1CCCC1
  A: -23	B: -2	C: -1	D: 6	E: -1	F: 106	G: 121	H: 7	I: -4

> Cc1ccc2[nH]c(=O)c(CN(CCN3CCOCC3)C(=O)Nc3ccc(F)cc3)cc2c1
  A: 0	B: 2	C: -7	D: 15	E: 9	F: 103	G: 101	H: 29	I: 5

> O=C(COC(=O)CCN1C(=O)C2CC=CCC2C1=O)NCCc1ccccc1 (stereo unspecified)
  A: 5	B: -3	C: 5	D: 18	E: 2	F: 104	G: 99	H: -82	I: 2

> Nc1sc(-c2ccccc2)cc1C(=O)O
  A: -8	B: x	C: x	D: 24	E: x	F: x	G: x	H: -8	I: -14

> Cn1c(-c2ccccc2)cnc1NCc1ccc(F)cc1
  A: -2	B: x	C: 5	D: 8	E: 2	F: 105	G: 100	H: 39	I: 10

> O=C(NCc1ccc2c(c1)OCO2)c1cc2n(n1)C(C(F)(F)F)CC(c1ccc3c(c1)OCO3)N2 (stereo unspecified)
  A: -5	B: 1	C: 2	D: 8	E: x	F: x	G: x	H: 6	I: -1

> CSC1=NC(C)(C)C=C(/C=C/c2ccc(Cl)cc2)N1
  A: -8	B: 2	C: -6	D: -6	E: 10	F: 119	G: 105	H: -22	I: 0

> NC(=O)C(=O)N/N=C/c1c2ccccc2cc2ccccc12
  A: -3	B: 4	C: 4	D: 4	E: 4	F: 100	G: 100	H: 0	I: 3

> Cc1ccccc1NC(=O)CN1C(=O)S/C(=C\c2cccn2-c2cccc(C(=O)O)c2)C1=O
  A: -7	B: -4	C: 3	D: 16	E: 9	F: 119	G: 122*	H: -13	I: 9

> Cc1cc[n+](-c2[nH]c(=O)sc2/C=N/N=C(\[O-])c2ccncc2)cc1C
  A: 2	B: 6	C: 4	D: -1	E: -5	F: 95	G: 98	H: 16	I: 29*

> O=C(Nc1cccc(Cl)c1)C1=Cc2cc(Cl)ccc2OC1
  A: -2	B: 1	C: -1	D: -4	E: 1	F: 103	G: 94	H: 8	I: -8

> O=C(Nc1ccc(Br)cc1C(=O)O)c1ccc2c(c1)C(=O)N(Cc1ccccc1)C2=O
  A: -9	B: 0	C: -1	D: 19	E: 1	F: 93	G: 101	H: 30	I: 2

> O=C(NC1CCN(C(=O)Nc2ccccc2Cl)CC1)c1cccc(F)c1
  A: -6	B: -10	C: 0	D: 0	E: 0	F: 94	G: 103	H: -6	I: -6

> Brc1ccccc1CN1CCC(Cc2ccccc2)CC1
  A: -5	B: 2	C: 5	D: 5	E: 10	F: 116	G: 105	H: 18	I: 2

> CCO[C@@H]1OC(C(=O)NC2CC2)=C[C@H](c2ccc(Br)cc2)[C@H]1CCCO
  A: -8	B: -6	C: 5	D: 14	E: -4	F: 98	G: 97	H: x	I: x

> Clc1ccc(Oc2nnnn2-c2ccccc2)cc1
  A: -1	B: -5	C: -1	D: -21	E: 3	F: 110	G: 111	H: 12	I: -1

> Cc1nn(Cc2ccc(C(=O)NN)cc2)c(C)c1Cl
  A: 4	B: -2	C: -5	D: -10	E: -2	F: 100	G: 101	H: 2	I: 2

> CCS(=O)(=O)N1CCC(C(=O)NCCCN2CCC(Cc3ccccc3)CC2)CC1
  A: -10	B: 7	C: 1	D: 1	E: x	F: x	G: x	H: 5	I: -18

> CC(=O)Nc1ccc(S(=O)(=O)Nc2cccc(-c3nc4ccccc4o3)c2)cc1
  A: -7	B: 4	C: 0	D: 0	E: 1	F: 101	G: 103	H: 0	I: 3

> CCOC(=O)COc1coc(CN2CCN(c3ccc(F)cc3)CC2)cc1=O
  A: -3	B: -4	C: 6	D: 8	E: 5	F: 107	G: 103	H: 5	I: 4

> Cc1ccc(OC(=O)C(C)c2cccc(C(=O)c3ccccc3)c2)cc1 (stereo unspecified)
  A: 5	B: 1	C: 0	D: -25	E: -3	F: 94	G: 91	H: 8	I: -1

> O=S(=O)(NC1CCCCC1N1CCCCC1)c1ccccc1 (stereo unspecified)
  A: -5	B: 4	C: 3	D: -7	E: 1	F: 101	G: 103	H: 9	I: -4

> O=C(NCCCNC(=O)c1ccc(-c2cc(Cl)ccc2Cl)o1)c1cnccn1
  A: 2	B: -3	C: 2	D: -1	E: 1	F: 99	G: 101	H: 5	I: -8

> O=C(CCN1c2ccccc2Sc2ccccc21)Nc1ccccc1
  A: 1	B: -4	C: 9	D: 21	E: 4	F: 107	G: 111	H: 10	I: 6

> Cc1ncoc1C(=O)N1CCCC(C(=O)c2ccc(-c3ccccc3)cc2)C1 (stereo unspecified)
  A: -9	B: 4	C: -3	D: 1	E: -7	F: 91	G: 97	H: -9	I: 3

> CCn1c2ccccc2c2cc(NC(=O)c3cc(C)on3)ccc21
  A: -8	B: 3	C: -2	D: -4	E: 0	F: 98	G: 104	H: -2	I: 0

> O=C(CNCC1CCCO1)Nc1ccccc1N1CCOCC1 (stereo unspecified)
  A: -7	B: 3	C: 1	D: -27	E: 4	F: 102	G: 104	H: -1	I: -2

> Cc1nc2c3ccccc3nc(NNC(=O)CCC(=O)NCCN3CCN(c4ccccc4F)CC3)n2n1
  A: -1	B: 0	C: 0	D: -10	E: 2	F: 104	G: 102	H: 32	I: 13

> C/C=C(\C)CN1CCc2cc(OC)c(OC)cc2C1
  A: -9	B: 0	C: 5	D: 36	E: -5	F: 94	G: 97	H: 16	I: -10

> COc1ccc(N2CCN(CC(=O)NC(C)c3ccccc3)CC2)cc1 (stereo unspecified)
  A: -128	B: 7	C: 7	D: 5	E: 3	F: 107	G: 103	H: 22	I: -6

> CCOc1ccc(/C(O)=C2\C(=O)C(=O)N(CCN(C)C)C2c2cccc(OC)c2OC)cc1Cl (stereo unspecified)
  A: -14	B: -1	C: 4	D: 4	E: 6	F: 106	G: 103	H: 2	I: -2

> O/N=C/c1ccccc1Oc1ccc(Cl)cc1
  A: 7	B: -1	C: 1	D: -1	E: 5	F: 107	G: 101	H: 5	I: 1

> O=C(NCc1ccc(F)cc1)c1cc2ccccc2o1
  A: 1	B: 3	C: -1	D: -16	E: -4	F: 97	G: 98	H: -4	I: -7

> CCOC(=O)c1c(C)[nH]c(C(=O)CSc2nc(C)cc(C)n2)c1C
  A: -6	B: 1	C: -5	D: 11	E: x	F: 101	G: x	H: 14	I: -3

> CC(C)(C)NC(=O)C1Cc2ccccc2CN1 (stereo unspecified)
  A: -1	B: 3	C: -6	D: 1	E: -44	F: 106	G: 112	H: -10	I: 5

> Cc1ccc(C2C(C#N)=C(N)Oc3cc(C)oc(=O)c32)o1 (stereo unspecified)
  A: 6	B: -1	C: -5	D: 14	E: -6	F: 86	G: 93	H: -24	I: 7

> COC(=O)C1CCN(c2cc(=O)n(C3CCCCC3)c(=O)[nH]2)CC1
  A: -3	B: -3	C: 1	D: -12	E: 1	F: 102	G: 97	H: 5	I: 2

> COc1ccc2ccccc2c1/C=N/Nc1cccc(C(=O)O)c1
  A: -15	B: 3	C: 0	D: 22	E: 2	F: 100	G: 103	H: 18	I: 25

> O=C1CCN(Cc2ccc([N+](=O)[O-])cc2)CCN1[C@H](CO)c1ccccc1
  A: -1	B: 1	C: 6	D: -5	E: 1	F: 113	G: 101	H: 27	I: -2

> O=C(CN1C(=O)CCS(=O)(=O)c2ccccc21)NCCc1ccccc1
  A: -11	B: -1	C: 5	D: 5	E: 12	F: 109	G: 102	H: 0	I: 3

> COc1ccc(C2(O)CN(c3ccccc3)C3=[N+]2CCS3)cc1OC (stereo unspecified)
  A: 8	B: -5	C: 2	D: 4	E: -1	F: 100	G: 100	H: 12	I: -20

> Cc1[nH]c2c(Cl)cccc2c1CCNC(=O)C1CCCCC1C(=O)OCC(F)(F)F (stereo unspecified)
  A: -8	B: 3	C: 0	D: -14	E: 1	F: 94	G: 102	H: 13	I: -9

> CCn1c(CSc2nnc(-c3ccoc3C)n2C)nc2cc(S(=O)(=O)N(C)C)ccc21
  A: x	B: 1	C: 2	D: x	E: 2	F: 101	G: 98	H: x	I: 0

> CC(C)(C)CC(=O)Nc1nnc(SCC(=O)Nc2ccccc2F)s1
  A: 6	B: 4	C: 6	D: 6	E: -12	F: 83	G: 88	H: 11	I: 3

> CC1CCN(C(=O)CSc2nc(C(C)C)nc3c2c(=O)n(C)c(=O)n3C)CC1
  A: -14	B: 7	C: -2	D: 11	E: -3	F: 102	G: 102	H: 11	I: -5

> CC(=O)Nc1ccc(C(=O)CSc2nnc3scc(-c4ccccc4)n23)cc1
  A: 2	B: 1	C: -4	D: -31	E: 8	F: 102	G: 100	H: 9	I: -2

> COCCn1c(SCC(=O)N2CCCC(C)C2)nnc1-c1ccco1 (stereo unspecified)
  A: -2	B: 1	C: 2	D: 2	E: 0	F: 104	G: 102	H: 16	I: -12

> COc1ccc(C(=O)N/C(=C\c2cccc3ccccc23)C(=O)N2CCN(C)CC2)cc1OC
  A: -11	B: 6	C: 0	D: 19	E: 4	F: 107	G: 104	H: 9	I: 4

Going on with the list:
Codes – A = p-CIP stab down; B = IDE inh; C = IDE act; D = UBC9 SUMO inh; E = MEKK2mut PB1 HTS; F = MEKK2 WT-MEK5; G = MEKK3 PB1 HTS; H = NALP1 yeast inh; I = M18AAP inhibitor
> CCCN1CCC(NC(=O)Cc2ccccc2C)CC1
  A: 3	B: 5	C: 7	D: 5	E: -2	F: 103	G: 98	H: x	I: -3

> O=C(CNC(=O)c1ccccc1)Nc1ccsc1C(=O)O
  A: -13	B: -1	C: -1	D: -6	E: -9	F: 89	G: 87	H: -6	I: -11

> O=c1cc(N2CCCCC2)c(-c2ccccc2)nn1Cc1c(Cl)cccc1Cl
  A: -1	B: 2	C: -2	D: -15	E: -2	F: 97	G: 105	H: 3	I: -10

> CC(=O)Nc1ccc(NC(=O)CSc2nc(N)c(NC(=O)c3ccccc3F)c(=O)[nH]2)cc1
  A: -13	B: -1	C: -3	D: 8	E: 6	F: 107	G: 101	H: 6	I: -8

> COc1ccc(N(CC(=O)NCCc2ccc(C)cc2)S(=O)(=O)c2c(C)noc2C)cc1
  A: -4	B: 2	C: 3	D: -3	E: 0	F: 100	G: 100	H: 19	I: 1

> C=CCN1C(=O)S/C(=C/c2ccc(Sc3nc4ccccc4[nH]3)o2)C1=O
  A: -4	B: 0	C: 3	D: -7	E: -2	F: 99	G: 97	H: 7	I: 2

> COc1ccccc1N(C(=O)c1snc(C(N)=O)c1N)C(C(=O)NCc1ccccc1)c1ccc(C)o1 (stereo unspecified)
  A: -2	B: x	C: 3	D: -7	E: -2	F: 96	G: 101	H: 7	I: 3

> O=C(NCc1ccccc1)c1c(F)c(F)c(F)c(F)c1F
  A: -8	B: 0	C: 0	D: 7	E: 10	F: 105	G: 104	H: 17	I: 1

> Cc1ccccc1CC1(CO)CCCN(C(=O)CCN2CCCO2)C1 (stereo unspecified)
  A: -4	B: -5	C: 1	D: 18	E: 5	F: 111	G: 103	H: 4	I: 0

> O=C(NCc1ccc2c(c1)OCO2)c1cccc([N+](=O)[O-])c1
  A: 3	B: -1	C: 2	D: -4	E: 6	F: 100	G: 100	H: x	I: 1

> C=CCn1c(=S)[nH]c2sc3c(c2c1=O)CCCC3
  A: 7	B: 7	C: -7	D: -10	E: 3	F: 106	G: 104	H: 3	I: 3
